Compound activity as filed in PubChem.
RAD54 inh: inhibitors of human RAD54 branch migration | 360,000 tested, 0.14% active | Q92698 | RAD54 Holliday junction branch migration, FAM/BHQ fluorescence | inhibition, % at 10.4 µM | AID 602329;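 active means mean normalized replicate activity at least 40 and at least half of replicates scoring 40 or more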;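 further: 0% = median of neutral control wells and 100% = median of positive control wells; inhibitors cause a drop in the FAM fluorescence signal; in these data hits start at about 50%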
Target sequence (Q92698 whole entry, looked up): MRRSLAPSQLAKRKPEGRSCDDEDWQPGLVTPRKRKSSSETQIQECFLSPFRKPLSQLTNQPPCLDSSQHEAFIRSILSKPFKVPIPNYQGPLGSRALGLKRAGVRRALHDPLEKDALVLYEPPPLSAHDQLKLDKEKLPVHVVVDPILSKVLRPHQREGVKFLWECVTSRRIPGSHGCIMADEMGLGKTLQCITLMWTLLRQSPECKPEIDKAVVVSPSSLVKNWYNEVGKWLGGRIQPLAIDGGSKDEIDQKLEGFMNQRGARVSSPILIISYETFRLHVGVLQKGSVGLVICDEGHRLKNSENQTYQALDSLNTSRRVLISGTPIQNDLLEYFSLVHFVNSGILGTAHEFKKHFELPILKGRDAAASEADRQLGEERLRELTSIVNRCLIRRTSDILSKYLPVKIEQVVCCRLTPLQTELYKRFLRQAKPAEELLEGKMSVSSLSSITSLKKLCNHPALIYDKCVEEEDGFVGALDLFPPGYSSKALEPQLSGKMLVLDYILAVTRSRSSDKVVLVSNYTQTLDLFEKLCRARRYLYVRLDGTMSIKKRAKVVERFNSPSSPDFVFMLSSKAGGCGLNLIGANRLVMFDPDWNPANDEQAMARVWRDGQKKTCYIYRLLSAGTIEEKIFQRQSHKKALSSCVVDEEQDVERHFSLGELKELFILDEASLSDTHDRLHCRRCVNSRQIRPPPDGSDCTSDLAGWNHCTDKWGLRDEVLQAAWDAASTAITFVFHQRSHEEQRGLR
esBAF inh: SWI/SNF esBAF complex inhibition; mouse ES cells, Bmi1-luciferase knock-in reporter, 24 h; 100% = twice the neutral-well signal; reporter increase, % at 12.5 µM; 350,000 tested, 2% active; in the data active means activation above about 40%;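 further: 0% = median of the plate's neutral control wells and 100% = double that signal; a rise in the Bmi1 reporter signal indicates esBAF inhibition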
* = called active by the depositor. These rows are one share of the data; the hit share may differ from the screen's.

cpd	Molecule	RAD54 inh	esBAF inh
1	O=C(/C=C\c1ccccc1)NCC(=O)N/N=C/c1ccc(O)cc1O	-13	5
2	C=CCOC(=O)c1sc(NC(=O)c2ccco2)nc1C	-7	6
3	Cc1ccc(COn2c(-c3ccc(Cl)cc3Cl)nc3ncccc32)cc1	-1	18
4	CCc1ccc(N2C(=O)C3ON(c4ccccc4)C(c4ccco4)C3C2=O)cc1 (centres undefined)	2	7
5	N#CC1=C(N)Oc2c(oc(CO)cc2=O)C1c1cccs1 (centres undefined)	-6	-2
6	O=C(CCC(=O)OCC(=O)c1ccccc1)NC1CCCCC1	-9	-7
7	COc1ccc(Br)cc1/C=N/NC(=O)CNC(=O)/C=C/c1ccccc1	2	1
8	CCc1cc2c(=O)n(-c3ccc(Br)cc3)cnc2s1	12	39
9	COc1cccc(N=Cc2c[nH][nH]c2=O)c1	0	3
10	CCCOc1ccc(-c2nnn(CC(=O)Nc3cccc(C(=O)OC)c3)n2)cc1	9	-1
11	CCCn1c(=O)c2ccccc2n2c(SCc3nc4ccccc4s3)nnc12	-19	42*
12	CSc1ccc(S(=O)(=O)Nc2ccc(NC(C)=O)cc2)cc1	7	-5
13	CCOC(=O)c1ccccc1NC(=O)c1ccccc1NS(C)(=O)=O	-1	12
14	Cc1cc(C(=O)CSc2nnc(-c3ccco3)o2)c(C)n1-c1ccc2c(c1)OCCO2	2	14
15	CCOc1ccc(N2CC(C(=O)Nc3ccc(F)cc3F)CC2=O)cc1 (centres undefined)	-9	-5
16	CCOc1ccc(C(=O)OC2CCN(C)CC2)cc1	-9	5
17	O=C(OC(C(=O)NCc1cccs1)c1ccccc1F)c1ccco1 (centres undefined)	-2	-1
18	Cc1cc(C(=O)NCCCOC(C)C)c2ccccc2n1	7	-7
19	Cc1ccc(N2CC(C)Cn3c2nc2c3c(=O)n(CC(=O)OCc3ccccc3)c(=O)n2C)cc1C (centres undefined)	-6	3
20	Cn1ncc(C#N)c1NC(=O)C1CC(c2ccc(Cl)c(Cl)c2)=NO1 (centres undefined)	-15	-3
21	CN1CCN(C(=O)/C(=C\c2cccs2)NC(=O)c2cccs2)CC1	7	-11
22	Cc1nc(N)sc1Cc1ccc2c(c1)OCO2	10	14
23	O=C(/C=C/c1ccccc1)N/C(=C/c1ccccc1)C(=O)N1CCCCC1	-7	-1
24	Oc1ccc(/C=N/NC2=NCCCCC2)cc1	-3	4

Random excerpt: 5 entries already listed.
cpd	Molecule	RAD54 inh	esBAF inh
21	CN1CCN(C(=O)/C(=C\c2cccs2)NC(=O)c2cccs2)CC1	7	-11
20	Cn1ncc(C#N)c1NC(=O)C1CC(c2ccc(Cl)c(Cl)c2)=NO1 (centres undefined)	-15	-3
19	Cc1ccc(N2CC(C)Cn3c2nc2c3c(=O)n(CC(=O)OCc3ccccc3)c(=O)n2C)cc1C (centres undefined)	-6	3
23	O=C(/C=C/c1ccccc1)N/C(=C/c1ccccc1)C(=O)N1CCCCC1	-7	-1
24	Oc1ccc(/C=N/NC2=NCCCCC2)cc1	-3	4

Carrying on:
cpd	Molecule	RAD54 inh	esBAF inh
25	O=C(c1ccc(Br)o1)N1CCN(c2ccccc2F)CC1	-3	3
26	Cc1cc(NC(=O)C(C)(C)C)no1	5	-4
27	CCOC(=O)Cc1csc(Nc2c(C)n(C)n(-c3ccccc3)c2=O)n1	3	1
28	CCCC(=O)N1CCN(c2ccc(NC(=O)c3ccc(Br)o3)cc2)CC1	-1	8
29	CCOC(=O)N1CCN(Cc2ccc(F)cc2F)CC1	3	-14
30	O=C(COc1ccc(Cl)cc1Cl)N1CCCN(C(=O)COc2ccc(Cl)cc2Cl)CC1	2	0
31	Cc1[nH]c2ccccc2c1C(=O)CN1CCC(C)CC1	7	-3
32	N#CCCN1CCN(S(=O)(=O)c2ccc3c(c2)OCCCO3)CC1	-4	0
33	Cc1cc(S(=O)(=O)NCCN2CCOCC2)c(C)s1	-1	-1
34	COc1ccccc1NC(=O)CN1CCN(CC(=O)Nc2ccc(OCc3ccccc3)cc2)CC1	10	18
35	O/N=C(/CN(O)/C=C1/C=CC=N1)c1cccs1	-2	-2
36	Cn1c(N)c(C(=O)CSc2ccc3c(c2)OCCO3)c(=O)n(C)c1=O	-4	22
37	COCc1cc(C)n(CC(=O)NC(C)c2ccccc2)c(=O)c1C#N (centres undefined)	-7	0
38	O=C(NCC(=O)N(Cc1ccccc1)C(C(=O)NC1CCCC1)c1ccco1)c1ccco1 (centres undefined)	11	-4
39	COc1ccc(CCNC(=O)c2ccc(NS(=O)(=O)c3c(C)noc3C)cc2)cc1OC	-3	-9
40	CCc1sc(-c2c(C#N)c(N)nc3c2CCCCCC3)cc1[N+](=O)[O-]	-7	0
41	CCOC(=O)c1nnn(-c2nonc2N)c1CN(C)C1CCCCC1	1	-2
42	CCC(CC)C(=O)Nc1cc(C)cc(C)c1	-9	7
43	CCCn1nc(C(=O)Nc2cccc(C(=O)OC)c2)c2ccccc2c1=O	2	0
44	Cc1cc(=O)oc2cc(OCC(=O)Nc3nnc(CC(C)C)s3)ccc12	0	-10
45	CCOC(=O)C(C(=O)Nc1ccccn1)C1CCCCC1 (centres undefined)	2	3
46	CC(=O)NC(Cc1ccccc1F)C(=O)NC1CCN(C(=O)c2cnccn2)CC1 (centres undefined)	3	-4
47	O=C(O)CCCn1nc(C(F)(F)F)c2c1CCCCC2	11	3
48	CC12CCC(c3n[nH]c(=S)nc31)C2(C)C (centres undefined)	-1	10

Another view of 2 compounds above:
Every second line gives: RAD54 inh | esBAF inh
19	Cc1ccc(N2CC(C)Cn3c2nc2c3c(=O)n(CC(=O)OCc3ccccc3)c(=O)n2C)cc1C (centres undefined)
  -6 | 3
20	Cn1ncc(C#N)c1NC(=O)C1CC(c2ccc(Cl)c(Cl)c2)=NO1 (centres undefined)
  -15 | -3

Following part.
cpd	Molecule	RAD54 inh	esBAF inh
49	O=C(Nc1cnn(Cc2c(Cl)cccc2Cl)c1)C(c1ccccc1)c1ccccc1	-14	11
50	CC1(C)CC(=O)c2c(nn(-c3ccccc3)c2N)C1	3	4
51	CCCCC(=O)Nc1ccc2c(c1)nc(CCN1CCOCC1)n2C	13	4
52	c1ccc2c(c1)N1CCN=C1N2CCN1CCCCC1	-17	6
53	Oc1ccc(CNc2ccccc2)c2cccnc12	1	-21
54	O=C(c1ccco1)N1N=C(c2cccs2)CC1c1ccc(F)cc1 (centres undefined)	-6	-5
55	CSCCOC(=O)C1=C(C)NC(=O)CC1c1ccccc1Cl (centres undefined)	-16	6
56	COc1ccc(CNC(=O)C(c2ccncc2)N(C(=O)Cc2cccs2)c2ccccc2C)cc1 (centres undefined)	4	0
57	COc1cccc(-n2c(SCC(=O)Nc3nccs3)nnc2-c2ccoc2C)c1	-7	-3
58	C=CCc1ccc(OCCOc2ccc(/C=N/n3cnnc3)cc2OCC)c(OC)c1	-1	-7
59	CN(c1ccc(C(=O)Nc2ccccc2C(F)(F)F)cc1)S(C)(=O)=O	8	18
60	Cc1ccc2c(Cl)cc(Cl)c(OCC(=O)NC(=O)NCc3ccco3)c2n1	-8	-6
61	CCOC(=O)c1cn(CC)c2cc(N3CCSCC3)c(F)cc2c1=O	-3	-11
62	Fc1cc2ncn(Cc3ccccc3)c2cc1F	13	0
63	OCCN(CCO)c1ncnc2c1sc1nc(N3CCOCC3)c3c(c12)CCCC3	32	-7
64	CN(C)/C=C(/C#N)C(=O)c1cccc(Oc2ccc(C(C)(C)C)cc2)c1	-7	7
65	Cc1ccc(NC(=O)c2nnn(-c3cc(C)cc(C)c3)c2N)cc1	9	49*
66	CN(C(=O)Nc1ccccc1)C1CCS(=O)(=O)C1 (centres undefined)	-3	-1
67	O=C(Nc1cccn2ncnc12)c1ccc(Cl)cc1	-10	15
68	O=C1C2C3c4ccccc4C(c4ccccc43)C2C(=O)N1Cc1ccco1 (centres undefined)	3	2
69	O=C(NNS(=O)(=O)c1cc(Cl)cc(Cl)c1)c1sccc1-n1cccc1	5	-9
70	CCC(c1ccc(O)c(O)c1)C(CC)c1ccc(O)c(O)c1 (centres undefined)	-3	-5
71	Cc1cc(C(=O)Nc2c(F)cc(F)cc2Br)c(C)o1	-7	12
72	NC(=S)N/N=C/c1ccccc1OCc1cccc(Cl)c1	-4	1
73	COC(=O)C1=C(C)NC(=O)CC1c1ccc(C(=O)OC)cc1 (centres undefined)	-6	1
74	O=C(O)c1cn(-c2ccc(F)c(F)c2)c2c(F)c(F)c(F)c(F)c2c1=O	10	5
75	Cc1nc(CC(=O)O)c(-c2ccccc2)s1	-6	1
76	Cc1ccc(C2CC(c3ccccc3OC(F)F)Nc3ncnn32)cc1 (centres undefined)	-5	-3
77	Cn1c(=O)c2c(nc(N3CCN(c4ccccn4)CC3)n2Cc2ccc(Cl)cc2Cl)n(C)c1=O	-5	-10
78	O=C(N/N=C\c1cn(-c2ccccc2)nc1-c1ccccc1)c1ccc2c(c1)OCO2	7	44*
79	Cc1nc(SCC(=O)c2ccccc2)n[nH]1	5	31
80	CCCCC1=CC2=C(c3ccco3)C(=O)C(C)(OC(=O)c3ccc(OC)cc3)C(=O)C2=CN1c1ccccc1 (centres undefined)	7	-5
81	COCCCn1c(C)nnc1SCC(=O)NCc1ccco1	-5	13
82	S=C(Nc1ccc(Oc2ccccc2)cc1)NC1CCCCC1	6	11
83	Cc1nn(-c2ccccc2)c(C)c1NC(=O)c1cccs1	-5	-3
84	COc1ccccc1-c1noc(-c2cc(OC)c(OC)c(OC)c2)n1	-9	4
85	COc1ccccc1CNC(=O)CSc1nc(-c2ccccc2)cn1N	-5	7
86	CC(C)C(=O)NC(c1ccc([N+](=O)[O-])cc1)c1c(O)ccc2ccccc12 (centres undefined)	-41	3
87	CCn1c(-c2cc(Br)cc(OC)c2O)nc2cc(S(=O)(=O)N(C)C)ccc21	-10	8
88	CN(C(=O)c1ccncc1)c1nnc(-c2ccccn2)s1	-7	17
89	Cc1cc(C)c(NC2=NCC(=O)N2C2CCCCC2)c(C)c1	-13	-2
90	O=C1NC(=O)C(Nc2cccc3ccccc23)S1 (centres undefined)	-1	-5
91	CCOC(=O)c1c(NC(=O)CN2CCN(c3ccc(Cl)cc3)CC2)sc(C)c1C	5	-2
92	O=S(=O)(Nc1ncn[nH]1)c1ccc2ccccc2c1	5	-2
93	CCOC(=O)Cn1c(=NC(=O)CSC(C)=O)sc2cc(OC)ccc21	-4	-11
94	O=C(CN1C(=O)c2ccccc2S1(=O)=O)Nc1ccc(S(=O)(=O)N2CCCC2)cc1	0	-5
95	CC(C)C(=O)NC(c1ccco1)c1ccc2cccnc2c1O (centres undefined)	9	-21
96	CS(=O)(=O)N1CCN(c2ccccc2NC(=O)c2cccc3ccccc23)CC1	9	5

4 entries already listed, ordered by the value under esBAF inh, lowest first.
no.	Structure	esBAF inh
94	O=C(CN1C(=O)c2ccccc2S1(=O)=O)Nc1ccc(S(=O)(=O)N2CCCC2)cc1	-5
91	CCOC(=O)c1c(NC(=O)CN2CCN(c3ccc(Cl)cc3)CC2)sc(C)c1C	-2
85	COc1ccccc1CNC(=O)CSc1nc(-c2ccccc2)cn1N	7
87	CCn1c(-c2cc(Br)cc(OC)c2O)nc2cc(S(=O)(=O)N(C)C)ccc21	8

(next part)
cpd	Molecule	RAD54 inh	esBAF inh
97	O=C(O)CNC(=O)C1COc2ccccc2O1 (centres undefined)	-23	-6
98	O=C(Nc1nnc(CC(=O)N2CCOCC2)s1)C1COc2ccccc2O1 (centres undefined)	-11	-2
99	CC(=O)N1CCc2cc(S(=O)(=O)NCCC(=O)Nc3ccc4c(c3)OCCO4)ccc21	5	25
100	Fc1ccccc1Cn1nnc(-c2ccc3c(c2)OCO3)n1	2	22
101	c1ccc(-n2nnnc2NCCc2c[nH]c3ccccc23)cc1	4	11
102	COC(=O)Nc1sc2c(c1C(=O)NC1CC1)CCCCCC2	-6	-5
103	CC(C)=C1C2CCC1C1C(=O)N(c3nc(-c4ccc(F)cc4)c(C)s3)C(=O)C21 (centres undefined)	8	-5
104	CCn1c(=S)ccc2ccc(OC)cc21	-10	6
105	Cc1cc(C(=O)CSc2nnc(-c3cccs3)o2)c(C)n1-c1ccccc1	5	-12
106	COC(=O)CN1C(c2ccccc2)=Nc2ccc(Cl)cc2C1c1ccccc1 (centres undefined)	1	0
107	Cc1cc(C)cc(NCc2cc3c(cc2[N+](=O)[O-])OCO3)c1	-1	7
108	CCOc1cc(NS(=O)(=O)c2ccc(Cl)cc2)c(OCC)cc1NC(=O)CC(C)C	-7	7

Looked up above:
Value for CCOc1cc(NS(=O)(=O)c2ccc(Cl)cc2)c(OCC)cc1NC(=O)CC(C)C under RAD54 inh: -7
Value for c1ccc(-n2nnnc2NCCc2c[nH]c3ccccc23)cc1 under RAD54 inh: 4
Value for CC(=O)N1CCc2cc(S(=O)(=O)NCCC(=O)Nc3ccc4c(c3)OCCO4)ccc21 under RAD54 inh: 5

Next part:
cpd	Molecule	RAD54 inh	esBAF inh
109	Cc1c(NC(=O)CSc2nnc3sc4ccccc4n23)c(=O)n(-c2ccccc2)n1C	3	5
110	Cc1nc(SCC(=O)Nc2c(C)n(C)n(-c3ccccc3)c2=O)[nH]c(=O)c1C	-2	-1
111	CCOc1ccccc1N1CCN(S(=O)(=O)CC)CC1	-7	-3
112	CC(=O)c1cc(F)c(N2CCCCCC2)cc1C	8	-27
113	CS(=O)(=O)c1cccc(C(=O)NC(c2ccccc2)c2ccccc2)c1	-2	-1
